Screens from PubChem.
S1P3 antag: antagonists of human S1P3 receptor | AID 485 | inhibition, % at 4.98 µM | CHO S1P3 NFAT-BLA reporter, FRET fluorescence, antagonist mode | Q99500 | 0.27% of 170,000 active;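 active means inhibition above the plate cutoff, the mean inhibition of test wells on that plate plus 3 SD, cut at about 28% in these data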;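 further: cells challenged with S1P at its EC80 of 0.8 µM; blue over green emission ratio from cleaved BLA substrate after 4 h stimulation; 0% = S1P-stimulated wells and 100% = unstimulated DMSO-only wells; some compounds past the cut are filed as inactive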
RAM network inh: yeast RAM network inhibition; S. cerevisiae dse1pr::URA3 reporter, 5-FOA growth OD615, 2 d; analog-sensitive cbk1-as2 kinase mutant strain; AID 868; 1.8% of 190,000 active; inhibition, % at 50 µM;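 active means inhibition above a set limit, 3 SD over mean compound inhibition, cut at about 8.4% in these data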;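 further: 0% = DMSO-only wells with no growth and 100% = 10 µM 1-NA-PP1 full growth; inhibition rescues growth on 5-FOA so higher OD means more RAM inhibition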
Hsp70 act: switches on Hsp70 transcription; HeLa Hsp70 promoter luciferase reporter, luminescence; scaled: vehicle 0, proteasome-inhibitor control 100%; activation, % at 10 µM; 0.04% of 200,000 active; AID 1203;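 active means activation above the mean across all tested compounds plus 3 SD, cutoff set per campaign, cut at about 5.5% in these data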;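 further: 100% = MG132 at 30 µM as the positive control and 0% = DMSO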
TNAP inh noacc: TNAP (human) inhibition, acceptor-free conditions. inhibition, % at 20 µM. P05186. 0.26% of 200,000 active. purified TNAP, CDP-star luminescence, 30 min;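 active means tissue-nonspecific alkaline phosphatase inhibition above about 50% at 20 µM in the single-dose screen, limit read from the data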;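 further: 0% = DMSO negative control and 100% = EDTA positive control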
Target sequence (P05186 whole entry, looked up): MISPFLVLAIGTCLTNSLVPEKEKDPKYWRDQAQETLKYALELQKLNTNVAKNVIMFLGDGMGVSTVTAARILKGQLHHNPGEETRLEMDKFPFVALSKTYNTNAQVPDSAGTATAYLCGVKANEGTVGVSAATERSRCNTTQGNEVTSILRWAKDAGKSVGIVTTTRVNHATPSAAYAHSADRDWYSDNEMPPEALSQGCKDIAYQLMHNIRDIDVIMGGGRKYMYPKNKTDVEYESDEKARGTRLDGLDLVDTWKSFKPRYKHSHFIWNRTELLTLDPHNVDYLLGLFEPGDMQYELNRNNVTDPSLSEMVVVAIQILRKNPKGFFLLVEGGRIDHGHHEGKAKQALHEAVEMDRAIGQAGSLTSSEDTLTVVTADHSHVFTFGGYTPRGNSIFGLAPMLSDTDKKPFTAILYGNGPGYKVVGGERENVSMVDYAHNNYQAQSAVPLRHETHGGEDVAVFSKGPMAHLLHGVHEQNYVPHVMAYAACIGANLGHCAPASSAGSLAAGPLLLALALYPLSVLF
Efa HMGR inh: inhibitors of class II HMG-CoA reductase from Enterococcus faecalis | purified E. faecalis HMGR, NADPH absorbance 340 nm kinetic | inhibition, % at 10 µM | 0.41% of 190,000 active | AID 1066;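 active means inhibition above a set limit, the median over all tested compounds plus 3 SD, cut at about 9.5% in these data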;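 further: enzyme runs in reverse so mevalonate oxidation gives rising NADPH absorbance; 0% = complete reaction with DMSO and 100% = background rate lacking mevalonate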
PMI activator: phosphomannose isomerase (human) activation | purified human PMI, coupled resazurin fluorescence, 20 min; active compounds read high; 1 = vehicle control, 0 substrate-free wells | 0.005% of 190,000 active | activation factor at 20 µM | AID 1214 | P34949;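 active means activation factor of 2 or more at 20 µM, relative to plate controls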
Target sequence (P34949 whole entry, looked up): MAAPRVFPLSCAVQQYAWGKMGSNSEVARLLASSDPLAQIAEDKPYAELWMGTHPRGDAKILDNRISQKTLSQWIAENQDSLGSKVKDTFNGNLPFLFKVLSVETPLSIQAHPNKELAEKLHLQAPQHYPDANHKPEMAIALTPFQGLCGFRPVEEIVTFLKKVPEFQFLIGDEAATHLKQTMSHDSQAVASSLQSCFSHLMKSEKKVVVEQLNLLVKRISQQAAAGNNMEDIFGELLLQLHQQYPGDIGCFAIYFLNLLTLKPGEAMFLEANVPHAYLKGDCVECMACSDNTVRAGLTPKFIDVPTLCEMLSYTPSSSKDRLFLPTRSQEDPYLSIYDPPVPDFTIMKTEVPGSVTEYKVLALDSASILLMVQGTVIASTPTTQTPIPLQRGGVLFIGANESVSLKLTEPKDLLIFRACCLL
L major viab: reduces viability of Leishmania major promastigotes | resazurin fluorescence viability | inhibition, % at 10 µM | 9% of 200,000 active | AID 1063; in the data active means inhibition above about 50%;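 further: promastigotes grown with compound for 44 hours at 28 °C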
DTT redox prof: compounds producing H2O2 with reducing agent – biochemical, NIH compound library profiling, artefact control for MLSCN library redox annotation, primary screen | AID 878 | 0.03% of 200,000 active | DTT-dependent redox cycling H2O2, phenol red/HRP absorbance; 100% = 100 µM peroxide control, 0% = buffer | activation, % at 10 µM;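 active means activation of at least 50% relative to the plate's high and low controls in the primary single-dose screen; inactive means activation below 50%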;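 further: compound incubated with DTT at 0.8 mM final as the reducing agent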
PMI act satM6P: PMI (human) activation, high substrate | P34949 | coupled PMI enzyme assay, resazurin fluorescence, 20 min; active compounds read high; 1 = untreated enzyme, 0 = substrate-free blank | activation factor at 20 µM | 0.34% of 190,000 active;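 active means activation factor of 2 or more at 20 µM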
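assay system = human phosphomannose isomerase with PGI, G6PDH, diaphorase coupling enzymes | quantity = 15 ng/mL PMI | incubation = enzyme reaction with compound 20 min at room temperature | medium = HEPES pH 7.4 buffer with MgCl2 and Tween-20 | compound dosing = one concentration, 20 µM, in 1% DMSO | measured by = Diaphorase-driven resazurin-to-resorufin fluorescence, excitation 544, emission 590 nm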
TNAP inh hi DEA: blocks human TNAP under high phosphate acceptor concentration; purified TNAP, CDP-star luminescence, 1 M DEA; AID 1135; inhibition, % at 20 µM; 0.03% of 200,000 active;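 active means over 50% inhibition of tissue-nonspecific alkaline phosphatase at 20 µM in the single-dose screen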;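 further: plate controls were DMSO wells for no effect and EDTA-quenched wells as full inhibition for full effect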
* hit, by the source's call; · = no result given.

SMILES	S1P3 antag	RAM network inh	Hsp70 act	TNAP inh noacc	Efa HMGR inh	PMI activator	L major viab	DTT redox prof	PMI act satM6P	TNAP inh hi DEA
Cc1cc(=O)[nH]c(SCc2cn3ccccc3n2)n1	-2	0.7	-0.3	-15	0	1	-5	-0.4	1	-2
Cc1ncc(CN2CCN(Cc3ccccc3)C(CCO)C2)s1 (centres undefined)	-8	1.4	1.6	-7	-3	0.9	-3	-1.5	0.9	-5
CC(C)(C)C1CCc2onc(C(=O)N3CCOCC3)c2C1 (centres undefined)	-20	1.6	-0.2	-8	1	1	-8	-0.3	1	-4
O=C(N/N=C\c1ccc(-c2ccc([N+](=O)[O-])cc2)o1)C1COc2ccccc2O1 (centres undefined)	-16	2.4	-0.1	12	-3	1.1	96*	-0.1	1.1	6
O=C(N=NC(=O)c1ccc2c(O)n(C3CCCCC3)c(O)c2c1)c1cccnc1	·	-0.5	0.4	8	-2	1.2	-4	3.3	1.1	-8
CCn1cc([N+](=O)[O-])c(C(=O)Nc2ccc(Br)cn2)n1	·	1.5	-0.1	-6	-5	1.1	12	-8.1	1	-6
CCOC(=O)c1ccccc1NC(=O)N[C@@H](C)C(=O)OC	·	1.2	-0.4	-11	-7	1	-1	0.1	1	-4
Cc1ccc(OCc2nn3c(-c4ccco4)nnc3s2)cc1	-8	4.0	0.2	0	-2	1	-2	-0.2	0.9	-10
Cc1ccc(-c2nnc(SCC(=O)N/N=C/c3c(C)nn(-c4ccccc4)c3C)n2-c2ccc(C)cc2)cc1	-3	2.6	-0.2	-23	-3	1	16	0.3	0.9	-16
Clc1ccc(C2=Nn3c(nnc3-c3cccnc3)SC2)s1	0	1.5	-0.4	-11	0	1	13	-3.1	1	-6
COc1ccc2nc(NS(=O)(=O)c3ccc(NC(C)=O)cc3)sc2c1	-15	4.1	0.0	-4	-2	1	-12	-3.1	1	-8
O=C(Nc1ccccc1)c1ccc2c(c1)OCCO2	·	-0.7	0.2	-9	-3	1	-4	1.4	1	-3
O=C(COc1ccc(Cl)cc1)Nc1nc(-c2cccs2)cs1	-4	0.0	-0.4	0	-8	1.1	-8	-3.8	0.9	0
CCN=C1SC(C(=O)Nc2cccc(Cl)c2)CC(=O)N1CC (centres undefined)	-4	0.6	-0.2	-6	3	1.1	16	0.3	1.1	-5
CC(=O)NN1C(=O)c2ccc(Oc3cccc([N+](=O)[O-])c3)cc2C1=O	·	1.5	-0.2	3	1	1.2	2	-4.0	1.1	-3
CCOC(=O)Cc1csc(NC(=O)c2cnc3scc(C)n3c2=O)n1	12	·	-0.5	·	·	·	9	1.8	·	·
COc1ccc2cc(C(c3nnnn3C3CCCC3)N3CCCCCC3)c3nnnn3c2c1 (centres undefined)	·	3.3	0.3	-11	11*	1.1	15	1.2	1.1	-2
Cc1nc(NC(C)c2ccccc2)sc1C(=O)Nc1ccccc1 (centres undefined)	12	-0.1	-0.2	-2	2	1.3	7	-0.7	1.2	-4
CC1=Nc2ccc(C)cc2N(Cc2ccccc2)C(=O)C1	-19	-0.9	-0.3	8	-4	1	2	-0.5	1.1	-4
CCOC(=O)C1CCCN(C(=O)/C=C/c2ccc(Cl)cc2)C1 (centres undefined)	0	0.4	-0.1	-9	4	0.9	0	-0.7	0.8	-7
CCCc1nnc(NC(=O)CC(=O)Nc2ccccc2C(=O)O)s1	·	4.3	0.0	-5	-3	1	-11	0.1	1.1	0
CC(CSc1nc2ccccc2s1)Cn1c(N2CCCC2)nc2c1c(=O)[nH]c(=O)n2C (centres undefined)	0	4.0	-0.2	-9	-2	0.9	52*	1.7	0.9	0
COc1ccc(-c2cc(C(=O)OCC(=O)c3cccc([N+](=O)[O-])c3)c3cc(C)ccc3n2)cc1	27	1.2	-0.4	-18	-3	1	1	0.0	0.9	-8
Cc1cc2nc(C)n(CCCNC(=O)Nc3ccc(C#N)cc3)c2cc1C	2	0.1	-0.5	-16	0	1.1	21	0.1	1.1	-5
COc1ccc(/C=C(\NC(=O)c2ccccc2)C(=O)NNC(=O)CCN2CCOCC2)cc1	10	2.0	-0.1	-7	-7	1	-3	-0.5	1.1	-5

(more compounds)
SMILES	S1P3 antag	RAM network inh	Hsp70 act	TNAP inh noacc	Efa HMGR inh	PMI activator	L major viab	DTT redox prof	PMI act satM6P	TNAP inh hi DEA
COc1ccccc1CN(C)C(=O)C1(c2ccc(Cl)cc2)CC1	7	1.0	0.1	-6	-4	0.9	8	0.0	0.9	0
CCC(CC)C(=O)OCC(=O)NC12CC3CC(CC(C3)C1)C2	·	0.3	-0.4	-23	-4	1	-4	0.1	1.1	-8
Cc1cc(C)c2nc(N3CCCC(C(=O)N4CCC(C(N)=O)CC4)C3)sc2c1 (centres undefined)	-38	-0.7	-0.1	-20	0	1	7	-0.1	1	-9
COC(=O)c1nn(-c2nc(-c3ccc(OC)c(OC)c3)cc(C(F)(F)F)n2)cc1[N+](=O)[O-]	-8	4.5	0.2	-9	-1	0.9	8	-0.2	0.9	-5
CCn1c(SCC(=O)N2CCN(c3ccccc3)CC2)nnc1-c1ccncc1	·	0.8	-0.1	-11	0	1.7	-6	0.4	2.6*	-4
O=C(c1cc(-c2ccccc2)nc2ccccc12)N1CCc2ccccc2C1	5	4.5	-0.2	0	-5	0.8	58*	-0.4	0.9	1
CCOC(=O)c1ccc(S(=O)(=O)N2CCN(C)CC2)cc1	·	1.5	-0.2	-6	1	0.9	-8	2.3	1	-1
O=C(CCc1ccccc1)NCC(=O)N/N=C/c1ccc2c(c1)OCO2	-8	1.2	0.3	-5	-3	1.1	0	-0.3	1.1	-6
O=C(Nc1ccc(N2CCCCC2)cc1)c1cccnc1	-26	1.9	0.3	-1	-1	0.9	3	1.0	1	-2
COc1ccc(N2CSC3=C(C#N)C(c4ccc(OC)c(OC)c4)CC(=O)N3C2)c(OC)c1 (centres undefined)	-24	2.1	-0.1	-9	1	0.6	6	-3.1	1.1	0
CCOC(=O)Nc1ccc(NC(=O)OCC)cc1	·	2.5	-0.5	-7	-2	1	-2	-0.1	1	1
COc1cc(OC)cc(-n2nc(C(=O)NCCCN3CCOCC3)c3ccccc3c2=O)c1	18	0.2	-0.1	-8	-5	0.9	-5	-2.5	0.9	-3
COc1ccc(NC(=O)CNS(=O)(=O)c2ccccc2)cc1Cl	19	1.3	-0.3	-10	2	1	-7	2.9	1	-1
O=C(Nc1nc2nccc(-c3ccccc3)n2n1)C(Cl)(Cl)Cl	-5	2.9	0.0	-9	-1	1	53*	0.5	1	-8
CCCCOC(=O)C1[C@H]2C(=O)N(CCc3ccccc3)C[C@]23C=C[C@H]1O3 (some centres undefined)	-3	-0.7	-0.3	-12	-4	1.1	0	-3.3	1	-3
O=C1CCC(=O)N1CCc1c[nH]c2ccccc12	·	1.1	-0.3	-6	-3	0.9	-6	1.4	0.9	-3
Cc1ccc(S(=O)(=O)Nc2ccc3c(c2)nc(CN2CCCC2)n3C)cc1	·	0.6	-0.2	-22	-5	1	29	0.6	1	-6
Cc1ccc(C)n1-n1cnc2sc(-c3ccccc3)cc2c1=O	20	2.0	-0.4	-12	1	0.9	-3	2.1	0.8	-4
O=C(Nc1ccc(F)cc1)c1nsc(Cl)c1Cl	·	0.6	0.2	-7	-7	1	15	-0.6	1	2
COC(=O)CN1C(=S)N(c2ccc(F)cc2)C(=O)C1CC(=O)Nc1ccccc1 (centres undefined)	1	1.5	-0.1	-13	-3	0.9	-11	0.0	0.9	-7
CCOC(=O)Cc1csc(NC(=O)COc2ccc3c(C)cc(=O)oc3c2)n1	-6	1.8	-0.2	-8	-10	1.1	13	-2.7	1	-5
C/C=C(\C)C(=O)OC1c2c(ccc3ccc(=O)oc23)OC(C)(C)C1OC(C)=O (centres undefined)	·	0.8	-0.5	-1	-4	1	12	0.7	1	2
Cn1c2ccc(F)cc2c2ncn(CCCN(CCO)CCO)c(=O)c21	·	-0.1	0.0	10	-2	1	9	-0.6	1	6
O=C(C1=C[C@H](C2CCCCC2)C[C@H](OCc2ccc(CO)cc2)O1)N1CCOCC1	-1	-0.1	-0.2	1	-4	1	-6	0.3	1	-5
CCCCN(CCCC)S(=O)(=O)c1ccc2[nH]c(=O)[nH]c2c1	·	0.9	-0.3	-14	-6	0.9	-11	0.1	0.9	-5

Some of these compounds in order of molecular weight, rising:
SMILES	S1P3 antag	RAM network inh	Hsp70 act	TNAP inh noacc	Efa HMGR inh	PMI activator	L major viab	DTT redox prof	PMI act satM6P	TNAP inh hi DEA
CCOC(=O)Nc1ccc(NC(=O)OCC)cc1	·	2.5	-0.5	-7	-2	1	-2	-0.1	1	1
O=C(Nc1nc2nccc(-c3ccccc3)n2n1)C(Cl)(Cl)Cl	-5	2.9	0.0	-9	-1	1	53*	0.5	1	-8
COC(=O)CN1C(=S)N(c2ccc(F)cc2)C(=O)C1CC(=O)Nc1ccccc1 (centres undefined)	1	1.5	-0.1	-13	-3	0.9	-11	0.0	0.9	-7
COC(=O)c1nn(-c2nc(-c3ccc(OC)c(OC)c3)cc(C(F)(F)F)n2)cc1[N+](=O)[O-]	-8	4.5	0.2	-9	-1	0.9	8	-0.2	0.9	-5

Next part:
SMILES	S1P3 antag	RAM network inh	Hsp70 act	TNAP inh noacc	Efa HMGR inh	PMI activator	L major viab	DTT redox prof	PMI act satM6P	TNAP inh hi DEA
O=C(Nc1ccc2ccccc2c1)Nc1ccc2snnc2c1	·	6.4	-0.5	7	0	0.9	100*	0.0	0.9	-3
O=C(Cc1nnc(NC(=O)Nc2ccccc2)s1)NCc1ccccc1	6	5.1	-0.3	-8	-1	1	-7	0.3	1.1	-7
Cc1ccc(NCc2nnc(SCCN3CCCCC3)n2CC2CCCO2)cc1Cl (centres undefined)	3	-0.2	0.1	-4	-3	0.9	37	-0.4	0.8	-4
O=C(Nc1ccc(F)cc1F)NC1CC(=O)N(Cc2ccccc2)C1 (centres undefined)	-15	0.5	0.1	-9	-6	1	-6	-0.3	1.1	2
N#Cc1cccn1-c1nccs1	-7	-0.1	-0.3	-8	-3	1.1	-6	0.2	1	-2
NC(=O)CN(c1ccccc1)C1SC(=O)N(Cc2ccccc2)C1=O (centres undefined)	-1	8.0	-0.5	-14	-5	1	-13	2.2	1	-5
O=C(NCCCN1CCc2ccccc2C1)C1CCN(S(=O)(=O)N2CCC3(CC2)OCCO3)CC1	-14	1.7	0.0	-18	-1	1.1	-4	0.4	1	-6
O=C(/C=C/c1nc2ccccc2s1)N1CCCCCC1	1	1.5	-0.2	-8	-1	1.1	5	0.0	1	1
Cc1ccc(NC(=O)CSCC(=O)O)cc1	-20	0.1	-0.3	-5	-2	1	-11	-0.3	1.1	-1
O=C(/C=C/c1ccc([N+](=O)[O-])cc1)NCc1ccc2c(c1)OCO2	-12	0.9	-0.4	-13	-8	1	-7	0.2	1	-5
O=C1OC(c2ccccc2)/C(=C(/O)c2ccc(Cl)cc2)C1=O (centres undefined)	·	1.7	-0.3	-15	-6	1.1	-4	0.0	1.2	-7
COc1ccc(CNC(=O)N2CCN(c3ccc(F)cc3)CC2)cc1Cl	-14	0.9	0.0	-19	3	1	5	-2.3	1	-6
CC(C)(C)c1ccc(NC(=O)NCc2ccco2)cc1	10	2.4	0.2	-10	2	0.9	16	0.2	1	-3
